# MITF inh – human MITF inhibition, primary screen | AlphaScreen MITF homodimerization, bead proximity signal | O75030 | inhibition, % at 2.6 µM | hit rate 0.91% among 650,000; in the data active = inhibition above about 50%;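 note: 0% = vehicle wells with protein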
# Target sequence (O75030 whole entry, looked up): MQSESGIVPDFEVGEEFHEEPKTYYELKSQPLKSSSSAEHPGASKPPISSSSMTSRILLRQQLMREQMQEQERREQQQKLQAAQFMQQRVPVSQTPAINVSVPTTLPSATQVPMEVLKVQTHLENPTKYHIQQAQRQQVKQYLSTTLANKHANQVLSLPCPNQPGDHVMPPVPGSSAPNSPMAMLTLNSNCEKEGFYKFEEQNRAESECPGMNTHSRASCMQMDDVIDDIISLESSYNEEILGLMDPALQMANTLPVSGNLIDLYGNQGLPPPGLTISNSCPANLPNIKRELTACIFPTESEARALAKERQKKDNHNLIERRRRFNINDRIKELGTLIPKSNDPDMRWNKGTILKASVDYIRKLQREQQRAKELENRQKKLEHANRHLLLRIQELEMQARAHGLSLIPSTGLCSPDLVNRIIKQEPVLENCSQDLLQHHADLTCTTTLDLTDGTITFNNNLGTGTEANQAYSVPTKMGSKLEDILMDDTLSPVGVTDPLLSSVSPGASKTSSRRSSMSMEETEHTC
# GPR151 activ – human GPR151 activation | Q8TDV0 | PathHunter beta-arrestin GPR151 cells, luminescence | activation, % at 11.2 µM | hit rate 1% among 650,000; in the data active = activation above about 4.9%;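 note: 0% = median of compound wells and 100% = cells with positive control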
# Target sequence (Q8TDV0 whole entry, looked up): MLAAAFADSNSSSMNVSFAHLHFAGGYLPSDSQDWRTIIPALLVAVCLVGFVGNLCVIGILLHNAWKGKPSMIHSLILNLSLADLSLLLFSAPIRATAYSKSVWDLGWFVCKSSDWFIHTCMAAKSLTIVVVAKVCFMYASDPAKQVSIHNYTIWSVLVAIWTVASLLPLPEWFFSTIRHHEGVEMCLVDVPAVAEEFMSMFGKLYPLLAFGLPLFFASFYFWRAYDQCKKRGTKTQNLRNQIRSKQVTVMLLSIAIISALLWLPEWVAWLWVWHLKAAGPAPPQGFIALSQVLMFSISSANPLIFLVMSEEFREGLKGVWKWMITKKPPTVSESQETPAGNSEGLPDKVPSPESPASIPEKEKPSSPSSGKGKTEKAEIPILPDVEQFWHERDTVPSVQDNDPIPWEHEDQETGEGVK
# TEAD-YAP block – TEAD-YAP interaction inhibition; HEK-TIYL cells, TEAD-Gal4/YAP UAS-luciferase luminescence; AID 1259422; hit rate 1.4% among 640,000; inhibition, % at 9.12 µM; in the data active = inhibition above about 32%;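 note: 0% = median of test compound wells and 100% = reference inhibitor wells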
# FBW7 act – activators of human E3 ligase FBW7. Q969H0. AlphaScreen FBW7–phospho-cyclin E peptide binding, activator screen. normalized activity (activation), % at 26.1 µM. hit rate 0.13% among 650,000; in the data active = normalized activity above about 1.9%;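 note: purified mutant Fbw7 with reduced substrate affinity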
# Starred values were filed as active, the others as inactive; & = joins results of further samples.
# Each structure is followed by: MITF inh, GPR151 activ, TEAD-YAP block, FBW7 act
CCSc1nc(O)c(CC)c(=O)n1-c1ccccc1
 : 10, 0.3, 13, 0.8
Cc1ccc(-n2c3c(cc(C(=O)NCCCN(C)C)c2=O)C(=O)CCC3)cc1
 : -13, 0.3, 2, 0.0
CCCCc1nnc(NC(=O)CCc2ccccc2)s1
 : -1, 0.7, -1, -0.1
Cc1ccc(-n2nnnc2C(Cl)c2nnnn2-c2ccc(C)cc2)cc1
 : 0, 0.2, 0, 0.0
O=C(CCc1nnc(C2(c3ccc(Cl)cc3)CCC2)o1)NC1CCOC1 (stereo not drawn)
 : 6, -0.2, -19, 0.3
CCOC(=O)CC(CC(C)C)NC(=O)Cn1cc(NC(=O)c2ccc3c(c2)OCO3)cn1 (stereo not drawn)
 : 7, -0.7, -5, 0.0
O=C(NCc1ccncc1)c1ccc(OC2CCN(Cc3cccs3)CC2)cc1
 : 7, 0.7, 14, 0.0
CCc1ccc(N(CC(=O)NC2CCCC2)S(C)(=O)=O)cc1
 : 17, -0.2, 14, 0.0
Cc1cnc(NC(=O)c2ncoc2-c2cccs2)s1
 : -8, -0.1, -12, -0.1
COc1ccc(C2CC(=O)Nc3c2cc(Br)c2ccccc32)c(OC)c1OC (stereo not drawn)
 : 13, -1.2, 5, 0.1
CCOC(=O)C1CCCN(c2c(NC3CCC(C)CC3)c(=O)c2=O)C1 (stereo not drawn)
 : -5, 0.7, 4, 0.5
N#C/C(=C\c1ccco1)C(=O)Nc1ccccc1O
 : -10, -3.2, -61, -0.3
CCOc1ccc(CC(=O)NNC(=O)Nc2ccccc2C(=O)OC)cc1OCC
 : 6, -0.5, 14, 0.0
CCN(CC)S(=O)(=O)c1cc(C(=O)Nc2ccc(C(=O)O)cc2)c(Cl)cc1Cl
 : -1, -1.0, 1, -0.1
CCc1c(C)nc(N)n2c(SCC(=O)N(C)C3CCCCC3)nnc12
 : 10, -0.8, 13, 0.0

# In another format: entries from further up
smiles	MITF inh	GPR151 activ	TEAD-YAP block	FBW7 act
CCCCc1nnc(NC(=O)CCc2ccccc2)s1	-1	0.7	-1	-0.1
Cc1ccc(-n2nnnc2C(Cl)c2nnnn2-c2ccc(C)cc2)cc1	0	0.2	0	0.0

# (further entries)
# Each structure is followed by: MITF inh, GPR151 activ, TEAD-YAP block, FBW7 act
C=CCn1c2cc(C)oc2c2cnn(CC(=O)NC(C)c3ccccn3)c(=O)c21 (stereo not drawn)
 : -2, 0.9, 2, 0.0
C[C@@H]1CN(C(=O)c2cc(COc3cccc(C(F)(F)F)c3)on2)C[C@H](C)O1
 : 14, 1.6, -71, 0.2
COc1cc(CN2CCN(S(=O)(=O)c3ccc(Cl)cc3)CC2)cc(OC)c1O
 : 10, -1.4, 5, -0.1
CCOc1cc([N+](=O)[O-])c2nc(NC(C)=O)sc2c1
 : -3, 0.7, -7, -0.1
CC1=C(C(=O)Nc2ccc(C)cc2C)C(c2cc3c(cc2[N+](=O)[O-])OCO3)NC(=O)N1 (stereo not drawn)
 : 3, -0.3, -1, -0.1
COc1ccc(C)cc1C1=C/C(=C\c2ccc(C)o2)C(=O)O1
 : 13, 0.7, 5, 0.0
c1ccc(Nc2nc(Nc3ccc(-n4ccnc4)cc3)nc3c2ncn3-c2ccccc2)cc1
 : 8, 2.6, 20, 0.0
O=C1c2ccccc2C(Nc2ccc(F)cc2)N1c1ccccn1 (stereo not drawn)
 : 4, 0.0, -3, -0.2
Cc1ccccc1-n1c(SCC(=O)Nc2ccc3c(c2)OCO3)nnc1-c1cccnc1
 : 10, 0.7, 4, 0.1
O=C(Nc1ncc(S(=O)(=O)c2ccc([N+](=O)[O-])cc2)s1)C1=COCCO1
 : 1, -0.1, 5, 0.0
CCOc1cc(C)c(S(=O)(=O)Nc2cccnc2)cc1C
 : -2, 0.0, -7, 0.0
Cc1ccc(Cn2c(C(=O)O)c(CNC3CCCCCC3)c3ccccc32)cc1
 : 13, 0.2, 1, 0.2
COc1ccccc1C(=O)Nc1nnc(SCC(=O)N2CCCc3ccccc32)s1
 : 18, 3.6, -10, 0.1
COc1ccc(C(=O)Nn2c(SCc3cccnc3)nc3ccccc3c2=O)cc1
 : -14, -0.9, 66*, 0.0
Cc1ccc2c(c1)cc(C)c1nn(CC(=O)NC(C)(C)C)c(=O)n12
 : 14, -1.7, 8, 1.6
O=C(Cn1c(NCCO)nc2ccccc21)c1ccc(F)cc1
 : -8, -0.4, -4, 0.1
NC(=O)CC(Nc1nc(Cl)ccc1[N+](=O)[O-])C(=O)O (stereo not drawn)
 : -11, 3.1, -1, -0.1
CCOC(=O)c1ccc(NC(=O)Cn2nnc(-c3ccccc3F)n2)cc1
 : 10, 2.5, 3, 0.1
c1cc(Nc2cc(Nc3ccc4c(c3)OCO4)ncn2)ncn1
 : 0, -2.9, -19, -0.1
O=C(CSc1ccc(-c2cccc([N+](=O)[O-])c2)nn1)NCc1ccccc1
 : 1, 0.5, 15, 0.7
CCCCNC(=O)CSC(=NC#N)SCC(=O)NCCCC
 : -7, 2.8, -4, -0.2
COC(=O)C1CC(=O)N(C)C12CCN(C(=O)c1ccc3c(c1)CCCN3C)CC2 (stereo not drawn)
 : -6, 0.1, 5, 0.4
COc1ccc(-c2noc(C3CCCN(C(=O)Nc4ccccc4)C3)n2)cc1 (stereo not drawn)
 : 7, 0.6, -49, -0.1
CCCC1(C2CCN(C(=O)c3ccc(F)c(F)c3)CC2)NC(=O)N(CC2CCCO2)C1=O (stereo not drawn)
 : -10, -0.3, -10, 0.0
CCOC(=O)C1=CN(C)C=C(C(=O)OCC)C1c1ccc(OCc2ccccc2)cc1
 : -13, 0.8, -8, 0.6
COc1ccc(/C=C/c2nc(-c3ccccn3)no2)cc1OC
 : 13, -1.2, -2, -0.1
COc1ccc(N2CCN(S(=O)(=O)c3ccccc3)CC2)cc1
 : 9, 0.9, 10, -0.3
Nc1ccc(N=Nc2ccccc2)c(N)n1
 : 9&4, 0.9&-0.4, -62, -0.1&-0.3
Cc1cc(C(=O)N2CCN(c3ncccn3)CC2)sc1-c1ccccc1
 : -3, 0.0, 7, -0.2
COc1ccc(-c2cc3nccc(C4CCNCC4)n3n2)cc1OC
 : 3, 0.8, 3, 0.1

# 21 structures already listed, ordered by molar mass, descending.
# Each structure is followed by: MITF inh, GPR151 activ, TEAD-YAP block, FBW7 act
c1ccc(Nc2nc(Nc3ccc(-n4ccnc4)cc3)nc3c2ncn3-c2ccccc2)cc1
 : 8, 2.6, 20, 0.0
CCOC(=O)CC(CC(C)C)NC(=O)Cn1cc(NC(=O)c2ccc3c(c2)OCO3)cn1 (stereo not drawn)
 : 7, -0.7, -5, 0.0
COc1ccc(C2CC(=O)Nc3c2cc(Br)c2ccccc32)c(OC)c1OC (stereo not drawn)
 : 13, -1.2, 5, 0.1
CCOC(=O)C1=CN(C)C=C(C(=O)OCC)C1c1ccc(OCc2ccccc2)cc1
 : -13, 0.8, -8, 0.6
COc1ccc(C(=O)Nn2c(SCc3cccnc3)nc3ccccc3c2=O)cc1
 : -14, -0.9, 66*, 0.0
CCOc1ccc(CC(=O)NNC(=O)Nc2ccccc2C(=O)OC)cc1OCC
 : 6, -0.5, 14, 0.0
O=C(NCc1ccncc1)c1ccc(OC2CCN(Cc3cccs3)CC2)cc1
 : 7, 0.7, 14, 0.0
O=C(Nc1ncc(S(=O)(=O)c2ccc([N+](=O)[O-])cc2)s1)C1=COCCO1
 : 1, -0.1, 5, 0.0
C=CCn1c2cc(C)oc2c2cnn(CC(=O)NC(C)c3ccccn3)c(=O)c21 (stereo not drawn)
 : -2, 0.9, 2, 0.0
COc1ccc(-c2noc(C3CCCN(C(=O)Nc4ccccc4)C3)n2)cc1 (stereo not drawn)
 : 7, 0.6, -49, -0.1
O=C(CCc1nnc(C2(c3ccc(Cl)cc3)CCC2)o1)NC1CCOC1 (stereo not drawn)
 : 6, -0.2, -19, 0.3
Cc1cc(C(=O)N2CCN(c3ncccn3)CC2)sc1-c1ccccc1
 : -3, 0.0, 7, -0.2
CCOC(=O)C1CCCN(c2c(NC3CCC(C)CC3)c(=O)c2=O)C1 (stereo not drawn)
 : -5, 0.7, 4, 0.5
O=C1c2ccccc2C(Nc2ccc(F)cc2)N1c1ccccn1 (stereo not drawn)
 : 4, 0.0, -3, -0.2
O=C(Cn1c(NCCO)nc2ccccc21)c1ccc(F)cc1
 : -8, -0.4, -4, 0.1
COc1ccc(/C=C/c2nc(-c3ccccn3)no2)cc1OC
 : 13, -1.2, -2, -0.1
COc1ccc(C)cc1C1=C/C(=C\c2ccc(C)o2)C(=O)O1
 : 13, 0.7, 5, 0.0
NC(=O)CC(Nc1nc(Cl)ccc1[N+](=O)[O-])C(=O)O (stereo not drawn)
 : -11, 3.1, -1, -0.1
CCOc1cc([N+](=O)[O-])c2nc(NC(C)=O)sc2c1
 : -3, 0.7, -7, -0.1
CCSc1nc(O)c(CC)c(=O)n1-c1ccccc1
 : 10, 0.3, 13, 0.8
N#C/C(=C\c1ccco1)C(=O)Nc1ccccc1O
 : -10, -3.2, -61, -0.3

# Next part
# Each structure is followed by: MITF inh, GPR151 activ, TEAD-YAP block, FBW7 act
O=C1N[C@@H](Cc2c[nH]c3ccccc23)C(=O)N2C[C@@H](NCc3cccc4cccnc34)C[C@@H]12
 : 2, 0.0, 4, -0.1
COc1ccc(C(=O)COc2ccc3c(C)c(Cl)c(=O)oc3c2)cc1
 : 4, 0.6, 5, 0.1
CN(Cc1nccn1C)C(=O)CC1C(=O)NCCN1Cc1ccc(F)cc1Cl (stereo not drawn)
 : 5, 3.5, 0, 0.0
CCSc1nc2c(c(=O)[nH]1)C1(CCCCC1)Cc1ccccc1-2
 : 6, -0.2, 11, 0.1
C[C@H](NC(N)=O)C(=O)OCC(=O)NC(c1ccccc1)c1ccccc1
 : 0, -0.2, 1, -0.2
O=C(NNC(=O)c1cc2sccc2[nH]1)Nc1ccc2c(c1)OCCO2
 : -1, 0.7, 12, -0.3
Cc1ccc(C)c(N2CCN(c3cc(NCCCO)c([N+](=O)[O-])c4nonc34)CC2)c1
 : -10, -0.7, -4, -0.1
CC(C)c1nc2sc3c(c2c2nnc(SCC(N)=O)n12)CCCC3
 : 8, -0.3, 7, 0.1
COc1ccc(NC(=O)C2=C(C)Nc3ncnn3C2c2ccccc2F)cc1 (stereo not drawn)
 : -2, 1.3, -18, -0.2
CC(=O)c1c(C)oc2c1c1c(c3ccccc32)OCN(C2CCCC2)C1
 : 13, 4.2, -22, 0.0
Cc1ccc([N+](=O)[O-])cc1/C=C1/C=C(c2ccccc2)OC1=O
 : -5, 1.4, -4, -0.2
CCOC(=O)c1oc2ccccc2c1NC(=O)CSCc1ccccc1
 : 7, -0.7, 1, 0.6
CC1CCN(S(=O)(=O)N2CCC(C(=O)NC(C)c3ccccc3)CC2)CC1 (stereo not drawn)
 : 10, -0.3, 2, 0.1
CC(=O)c1ccc(NC(=O)CCS(=O)(=O)c2ccc(C)cc2)cc1
 : 3, -0.7, 4, -0.1
Cc1ccc(NC(=O)c2sc(N3CCOCC3)nc2-c2ccccc2)cc1
 : 9, -1.7, -6, 0.4
C=CCn1c(C)cc(C(=O)COC(=O)c2c(C)nn(Cc3ccccc3)c2C)c1C
 : 3, -1.2, 1, -0.1
O=C(Nc1ccc(Cl)cc1)OCCn1nnnc1C(c1ccccc1)N1CCOCC1 (stereo not drawn)
 : 5, 0.3, -22, -0.1
COc1ccc(C(=O)c2oc3ccccc3c2NC(=O)c2ccccc2)cc1
 : -11, -1.2, -4, -0.1
O=C(c1cc2c(=O)n3ccccc3nc2n1Cc1ccccc1)N1CCCC1
 : -11, -1.5, -3, 0.1
COC(=O)CSc1nc(Cc2cccs2)nc2ccccc12
 : -2, -0.6, -1, 0.0
CC1=C(C(=O)OC(C)C)C(c2ccsc2)NC(=O)N1C (stereo not drawn)
 : -5, -0.1, -13, -0.2
Cc1cc(Br)ccc1OCC(=O)Nc1ccc(Cl)cn1
 : 17, 0.1, -25, 0.2
O=C(/C=C/c1cccs1)N1CCN(c2ccccc2)CC1
 : -8, -1.1, -3, 0.1
O=c1c(Nc2cccnc2)c(-c2ccc(Cl)cc2)c1=O
 : -2, 0.2, -7, -0.1
COc1ccc(CCNC(=O)Oc2ccccc2)cc1OC
 : 5, -2.3, -3, 0.8
CN(C)S(=O)(=O)c1ccc(C(=O)Nc2ccc(Br)cc2)cc1
 : -19, 0.1, -14, 0.0
O=C1N[C@@H](Cc2c[nH]c3ccccc23)C(=O)N2CCN(Cc3ccccc3)C[C@H]12
 : 5, 1.7, -2, -0.2
Cc1ccccc1OCc1nc(C#N)c(NCc2cccnc2)o1
 : -4, -0.4, -11, -0.2
O=C(NC1CC1)c1ccc(-c2nc(C(=O)NCc3cccc(C(F)(F)F)c3)cs2)cc1
 : -3, 4.8, 10, 0.0
O=C(NCC1CCCN1S(=O)(=O)c1ccccc1)c1cccc(Cl)c1 (stereo not drawn)
 : 0, -1.0, -3, 0.1

# Source: PubChem
